SENP1 inh = SENP1 (human) catalytic domain inhibition; inhibition, % at 10 µM; recombinant SENP1 catalytic domain, CyPet-SUMO1-YPet FRET cleavage; actives 0.21% (n = 360,000); Q9P0U3;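 active = inhibition at least 30% at 10 µM, raw YFP signal under a set limit, fluorescence ratio 0.5 to 1.5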;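 note: 0% = enzyme with DMSO and 100% = no enzyme wells; some results filed as inactive read as strong as hits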
Target sequence (Q9P0U3 419-644 limits assumed): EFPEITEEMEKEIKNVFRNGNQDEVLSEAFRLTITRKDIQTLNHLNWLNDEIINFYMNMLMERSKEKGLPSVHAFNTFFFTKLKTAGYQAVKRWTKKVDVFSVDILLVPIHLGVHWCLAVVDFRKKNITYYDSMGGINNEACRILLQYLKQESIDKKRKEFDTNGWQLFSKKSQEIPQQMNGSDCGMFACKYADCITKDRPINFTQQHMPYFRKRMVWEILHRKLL
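Assay system – human recombinant His6-tagged SENP1 catalytic domain enzyme · Input – SENP1 enzyme, 20 pM final · Buffer or medium – Tris pH 8 buffer plus EDTA, NaCl, BME, BSA, NP40, catalase · Schedule – 50 min reaction at room temperature · Technique – FRET read of cyan and yellow fluorescence · Control set – no-enzyme wells low, DMSO-plus-enzyme wells high control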
mIAP inh = mouse IAP inhibition; actives 0.2% (n = 330,000); purified mouse IAP, CDP-Star luminescence, 30 min; inhibition, % at 10 µM; AID 2806;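 active = inhibition of at least 40% at 10 µM in the primary screen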;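 note: plate controls were DMSO with enzyme for no effect and no enzyme wells for full effect; values of inactives mirror those of a sister screen read the other way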
APOBEC3G inh = blocks human APOBEC3G single-stranded DNA deamination. Q9HC16. recombinant A3G, ssDNA deamination FAM/TAMRA fluorescence. inhibition, % at 20 µM. actives 0.28% (n = 330,000);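 active = inhibition of at least 40% at 20 µM, with no more than 30% in the related APOBEC3A deaminase screen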;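 note: plate controls were DMSO wells with A3G for no effect and wells lacking A3G enzyme for full effect; some compounds called inactive have numbers as strong as hits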
Target sequence (Q9HC16 whole entry, looked up): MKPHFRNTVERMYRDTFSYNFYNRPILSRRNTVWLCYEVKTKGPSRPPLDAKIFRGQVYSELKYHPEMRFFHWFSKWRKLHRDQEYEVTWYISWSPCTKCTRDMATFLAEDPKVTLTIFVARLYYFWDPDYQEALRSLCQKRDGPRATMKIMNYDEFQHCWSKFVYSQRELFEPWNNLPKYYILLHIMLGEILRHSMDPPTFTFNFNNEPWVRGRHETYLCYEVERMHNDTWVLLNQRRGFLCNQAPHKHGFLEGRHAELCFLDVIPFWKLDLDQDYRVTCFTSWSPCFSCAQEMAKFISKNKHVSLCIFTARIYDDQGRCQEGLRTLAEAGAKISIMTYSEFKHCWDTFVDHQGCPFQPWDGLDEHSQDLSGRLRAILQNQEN
APOBEC3A inh = human APOBEC3A DNA deaminase inhibition | P31941 | recombinant A3A, FAM/TAMRA ssDNA deamination fluorescence | inhibition, % at 20 µM | actives 0.41% (n = 330,000) | AID 493011;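 active = at least 40% inhibition at 20 µM here, with at most 30% in a related deaminase screen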;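 note: plate controls were A3A with DMSO for no effect and wells lacking A3A enzyme for full effect; some results filed as inactive read as strong as hits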
Target sequence (P31941 whole entry, looked up): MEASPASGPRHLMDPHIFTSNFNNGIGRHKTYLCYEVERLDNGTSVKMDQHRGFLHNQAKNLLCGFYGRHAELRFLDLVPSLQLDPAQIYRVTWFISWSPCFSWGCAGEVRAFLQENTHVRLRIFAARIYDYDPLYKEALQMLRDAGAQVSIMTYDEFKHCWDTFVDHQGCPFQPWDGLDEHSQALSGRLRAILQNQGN
hIAP block = blocks human intestinal alkaline phosphatase; P09923; purified IAP, CDP-Star luminescence, 30 min; inhibition, % at 10 µM; actives 0.12% (n = 330,000); AID 2544;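 active = inhibition reaching a set limit with compound at 10 µM in the primary screen, cut at about 35% in these data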;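 note: plate controls were DMSO wells with enzyme for no effect and no-enzyme buffer wells for full effect; values of inactives mirror those of a sister screen read the other way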
MIN6 prolif = MIN6 beta-cell proliferation induction | MIN6 cells proliferation, ATPlite luminescence, 48 h; cells starved in 0.2% serum; 100% = growth in 10% serum | proliferation, % at 10 µM | actives 0.29% (n = 330,000) | AID 2380;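 active = compounds whose signal lies at least 3.5 SD above the mean of all wells on their plate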;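 note: 0% = DMSO-treated cells in low-serum medium and 100% = 10% serum control; some compounds called inactive have numbers as strong as hits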
NALP3 yeast inh = NALP3 inhibition in yeast | Yeast reconstituted NLRP3/ASC/caspase-1, beta-gal luminescence, 24 h | inhibition, % at 10 µM | actives 0.39% (n = 330,000);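 active = inhibition of 50% or more; inactive = inhibition below 50%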;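 note: plate controls were induced DMSO wells for no effect and uninduced yeast grown without galactose for full effect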
hIAP act = increases human intestinal alkaline phosphatase activity. purified human IAP, CDP-Star luminescence, 30 min; stronger effect = higher value; 1 = vehicle-only enzyme, 0 = enzyme-free background. activation factor at 10 µM. actives 0.16% (n = 330,000). AID 2524;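 active = activation factor of the enzyme at least 2-fold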; note: the source names both 10 and 20 µM as test concentration; values of inactives mirror those of a sister screen read the other way
mIAP activ = increases mouse intestinal alkaline phosphatase activity; AID 2805; activation factor at 10 µM; muIAP, CDP-Star luminescence, 30 min; stronger effect = higher value; 1 = vehicle-only enzyme signal, 0 = enzyme-free wells; actives 0.24% (n = 330,000);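 active = activation factor of at least 2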; note: the source names both 10 and 20 µM as test concentration; values of inactives mirror those of a sister screen read the other way
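System: mouse IAP enzyme. Reagent: CDP-Star chemiluminescent phosphatase substrate. Benchmarks: DMSO wells, no-enzyme wells. Times: 30 min enzyme-substrate-compound incubation at room temperature. Detection: luminescence from enzymatic CDP-Star hydrolysis. Doses: test compounds delivered from DMSO solution.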
* hit, by the source's call. Some of the compounds tested; rates above refer to the full screens.

Structure	mIAP inh	SENP1 inh	hIAP act	hIAP block	NALP3 yeast inh	APOBEC3A inh	MIN6 prolif	APOBEC3G inh	mIAP activ
Cc1ccc(OCC(=O)Nc2ccc(CN3CCCCC3)cc2)c(C)c1	0	-4	1	-1	21	-2	1	-9	1
CCn1c(SCC(=O)Nc2cccc(NC(C)=O)c2)nc2c([nH]c3ccccc32)c1=O	-5	2	1.2	-23	-4	3	-1	-6	1.1
O=C(Nc1ccccc1F)Nc1ccccc1Br	-22	1	1.1	-10	-44	2	-1	-4	1.2
O=C(NC1CCS(=O)(=O)C1)c1ccccc1Cl (stereo not given)	-5	1	1.1	-6	6	0	-1	-3	1.1
CCOc1nc(C)ccc1-c1noc(C)n1	7	-5	1.1	-5	19	1	-1	-4	0.93
Cc1ccc(N2C(=O)C3CCC(C)(C2=O)C3(C)C)cc1C (stereo not given)	4	0	0.92	8	10	4	-5	-2	0.96
CC(C)N(C(=O)/C=C/c1cccc([N+](=O)[O-])c1)C(C)C	1	2	1.1	-12	12	-4	1	-4	0.99
S=C(NCc1ccc(Cl)cc1)NC1CCN(Cc2ccccc2)CC1	-32	-2	0.98	2	16	-2	-5	0	1.3
O=C1N(Cc2cccc(Cl)c2)C[C@@H]2C[C@@H](c3cccc4cccnc34)N3CCC[C@@]123	13	-45	0.95	5	5	-5	-4	-7	0.87
CCOc1ccc(S(=O)(=O)NCCC(=O)NCc2ccco2)cc1	4	1	0.98	2	13	2	0	0	0.96
COc1ccccc1NC(=O)CSc1nnc(COc2ccccc2OC)n1C	-8	1	0.92	8	12	-2	-1	-4	1.1
CCC(=O)c1ccc(OCC(=O)Nc2ccccc2C(=O)N2CCCCC2)cc1	12	-2	1.1	-7	3	1	-7	-6	0.88
CCN(CC(=O)NC(=O)NCc1ccco1)Cc1ccccc1	-4	-2	0.96	4	30	0	0	-5	1
Cc1c(C(=O)NC2CCS(=O)(=O)C2)oc2ccccc12 (stereo not given)	-6	-1	0.89	11	14	2	1	3	1.1
O=C(NCC1CCCO1)C(c1ccncc1)N(Cc1ccc(F)cc1)C(=O)CN1C(=O)c2ccccc2S1(=O)=O (stereo not given)	-4	0	1.1	-8	15	2	0	-2	1
Cc1ccc(/C=C/C(=O)N2CC(C)CC(C)C2)o1 (stereo not given)	8	-5	1.1	-11	22	1	-4	28	0.92
COC(=O)c1cc(=O)n(Cc2ccc3c(c2)OCO3)c(=Nc2ccccc2)s1	0	1	0.98	2	15	-4	-7	-5	1
COc1ccccc1C(CNc1ncnc2sc(C)c(C)c12)N(C)C (stereo not given)	11	-15	0.97	3	15	-1	0	-8	0.89
Cc1cc(C)c(NC(=O)c2cc(S(=O)(=O)N3CCOCC3)ccc2F)c(C)c1	4	2	1.1	-10	4	-6	-4	-8	0.96
O=C(CN1CCN(c2ccccc2)CC1)N/N=C/c1cccc(F)c1	1	3	0.99	1	14	1	0	-1	0.99
CCCCCc1ccc(-c2cn(Cc3ccc([N+](=O)[O-])cc3)nn2)cc1	6	0	1.1	-14	4	-1	-5	-18	0.94
Cc1ccc(S(=O)(=O)c2cc(C)cc(S(=O)(=O)Nc3ccc(C(=O)O)cc3)c2C)cc1	1	3	1	-5	11	-1	1	-5	0.99
O=C(Nc1cccc(NC(=O)c2cccnc2Cl)c1)c1ccco1	3	-1	1	-4	12	-17	-4	-4	0.97
O=C(NCc1ccc(F)cc1)Nc1cccc(Cl)c1	-90	1	0.92	8	22	1	-2	-2	1.9
CS(=O)(=O)N1CCN(C(=O)c2cc(-c3cccnc3)nc3ccc(Br)cc23)CC1	-1	-2	1.1	-11	13	0	-4	-7	1
CC1CCCCN1C(=O)CSc1nnc(-c2cccnc2)n1C1CCCCC1 (stereo not given)	-3	2	1.1	-5	12	2	-3	1	1
CC1Cc2ccccc2N1CC(=O)Nc1cccc(S(N)(=O)=O)c1 (stereo not given)	-7	-11	1.2	-24	-6	-4	-2	-5	1.1
Cn1nccc1C(=O)N1CCc2c([nH]c3ccccc23)C1c1ccc(F)cc1 (stereo not given)	-24	-1	1.1	-13	24	-2	-3	-5	1.2
COCC(C)n1c(C)cc(C(=O)COC(=O)c2ccc(N3CCCC3=O)cc2)c1C (stereo not given)	1	1	0.86	14	11	2	3	-2	0.99
O=C(C[C@@H]1C/C=C\C[C@H](Cc2ccc(F)cc2)C(=O)OCCNC1=O)NCCO	-8	4	1	-4	5	-3	1	-10	1.1
Cc1ccc([C@H]2C(C(=O)O)=CC[C@@H](c3cccc(C)c3)N2S(=O)(=O)c2ccc(C)cc2)cc1	10	-1	1.1	-13	4	-4	-4	-5	0.91
NC(=O)c1ccc(NS(=O)(=O)c2ccccc2F)cc1	5	3	1.1	-12	17	-2	-1	-6	0.95
COc1cc(/C=C/c2nc(N)nc(-c3ccccc3O)n2)cc(OC)c1OC	16	-2	0.93	7	23	1	1	-3	0.84
CCOC(=O)c1c(C)n(C)c2ccc(O)c(CN3CCN(C)CC3)c12	-2	2	1.1	-8	8	-5	1	-7	1
COC(=O)c1ccc(NC(=O)c2snnc2-c2ccccc2)cc1	7	1	0.93	7	21	-2	-2	-5	0.93
COc1ccccc1OCC(=O)Nc1nnc(C2CCCC2)s1	5	-1	0.93	7	20	0	-1	0	0.95
CC(Sc1nnc(Cc2ccc3c(c2)OCO3)o1)C(N)=O (stereo not given)	0	4	1.1	-12	16	0	-2	-8	1
CCCS(=O)(=O)c1nc(S(=O)(=O)c2ccc(C)cc2)c(N2CC(C)OC(C)C2)s1 (stereo not given)	0	3	1	-2	1	-1	9	-1	1
CCc1ccc(NC(=O)C(C)Oc2nnc(-c3cccs3)c(-c3cccs3)n2)cc1 (stereo not given)	5	15	0.91	9	4	-4	-3	10	0.95
COc1nccnc1NS(=O)(=O)c1ccc(NC(=S)NC(=O)/C=C/c2ccccc2)cc1	13	0	0.7	30	3	-1	0	1	0.87
C/C(=N/OC(=O)c1cccc(C(F)(F)F)c1)c1cnccn1	-13	0	1.1	-5	8	-7	-2	-3	1.1
Cc1ccc2oc(=O)c3cc(C(=O)N4CCN(C)CC4)sc3c2c1	-2	0	1.1	-11	-9	8	3	-3	1
Cc1nc2ncnn2c(N2CCC(C(=O)NC3CCCC3)CC2)c1Cc1ccccc1	6	0	1	-2	4	3	0	0	0.94
COc1ccc(OCC(=O)OCC(=O)NC2CCCC2)cc1	-5	4	0.92	8	-4	-1	2	-3	1.1
O=C(Cc1c(F)cccc1Cl)NCc1cccnc1	5	3	0.98	2	9	-4	2	-5	0.95
O=[N+]([O-])c1ccc(OCC(O)CN(CCO)CCO)cc1 (stereo not given)	-5	1	0.92	8	-11	1	-2	2	1
COc1cc(C(=O)Nc2ccc(S(=O)(=O)N(C)c3ccccc3)cc2)cc(OC)c1OC	0	0	0.95	5	-9	4	-3	-2	1
O=c1sc(/C=N/Nc2ccccc2)c(Cl)n1Cc1ccccc1	20	-5	1	-1	1	-1	-1	18	0.8
Cc1ccc2cccc(OCCCOc3ccccc3CO)c2n1	1	0	1.1	-6	21	0	-1	-6	0.99
Cn1nc(C(=O)N2CCOCC2)c2ccccc2c1=O	-17	3	1	0	-1	-2	-3	-4	1.2
CCOC(=O)CSc1nnc(Cn2nnc(-c3ccccc3)n2)n1CC	-2	1	0.82	18	2	-2	-3	-3	1
Cc1cccc(N2CCN(C(C)C(=O)N3CCc4ccccc43)CC2)c1C (stereo not given)	-4	2	0.9	10	-23	-1	-2	-4	1
Cc1cc(C)n(C(=O)/C(C#N)=C/N(C)C)n1	-11	1	0.99	1	9	2	-1	5	1.1
COc1ccc(C(C)(C)C)cc1NC(=O)c1ccoc1C	6	2	0.92	8	32	-3	0	-4	0.94
CCOC(=O)c1cnc(-c2ccccc2)nc1C(F)(F)F	0	0	1.1	-6	9	0	-1	-3	1
Cc1ccc(-n2ncc3c2ncn2nc(-c4ccco4)nc32)c(C)c1	27	-3	0.72	28	7	-18	-2	0	0.73
COC(=O)Cc1nc(Nc2ccccc2)sc1C	-5	2	1	-1	12	1	-1	7	1
Cn1c(=O)c2c(ncn2CCC(=O)N/N=C/c2ccncc2)n(C)c1=O	-8	0	1.2	-20	15	0	-1	-7	1.1
COc1ccc(OC)c(Nc2nc3nonc3nc2N2CCCCC2)c1	5	-31	0.92	8	10	-5	1	-7	0.95
COCCN(C(=O)C1CCC1)c1nnc(-c2cccnc2)s1	-2	-1	0.78	22	-2	-3	0	-5	1

Further compounds
Structure	mIAP inh	SENP1 inh	hIAP act	hIAP block	NALP3 yeast inh	APOBEC3A inh	MIN6 prolif	APOBEC3G inh	mIAP activ
N#C/C(=C\c1ccc([N+](=O)[O-])cc1)C(=O)NCCCn1ccnc1	6	3	1.1	-7	7	-1	-2	-5	0.94
COc1cc(OC)c(C(=O)OCC(=O)Nc2ccc(N3CCOCC3)cc2)cc1OC	-4	1	1	-1	-1	-2	-2	-5	1
O=c1oc(-c2ccccc2[N+](=O)[O-])nc2ccccc12	6	-1	0.96	4	0	-17	-2	-4	0.94
O=C(NCc1cccs1)c1ccc(CS(=O)Cc2cccc(Cl)c2)o1 (stereo not given)	5	1	1.3	-26	7	-3	0	-1	0.95
Cc1nonc1C(=O)N/N=C/c1ccncc1	-8	0	1	-4	3	1	-2	-1	1.1
CCN(C(=O)Cn1nc(C(=O)O)c2ccccc2c1=O)C1CCCCC1	3	0	0.96	4	10	1	-2	-3	0.97
CCOc1ccc(OCCCC(=O)N2CCN(S(=O)(=O)c3ccc(Cl)cc3)CC2)cc1	-2	0	1.1	-5	7	70*	0	15	1
Cc1ccc(S(=O)OCC(=O)Nc2cc(Cl)ccc2N2CCOCC2)cc1 (stereo not given)	9	3	0.95	5	8	-1	-2	0	0.91
CC(C)c1cc(=O)n2[nH]c(SCc3ccccc3Cl)nc2n1	3	1	1.1	-9	12	-4	-3	-6	0.97
CCOC(=O)N1CCN(c2nc(=S)n(-c3ccccc3)c(C)c2C(C)=O)CC1	1	-5	0.82	18	24	-3	-2	-4	0.99
COc1ccc(N(CC(=O)NCc2cccs2)S(=O)(=O)c2cccc(C)c2)cc1	4	5	0.94	6	1	-5	0	-12	0.96
Fc1ccc(-c2ccnc(=S)[nH]2)cc1	3	1	1.3	-28	-1	-6	-5	0	0.97
O=C(NC1CCOC1)c1cc(COc2cccc(C(F)(F)F)c2)on1 (stereo not given)	3	-2	0.97	3	10	1	-4	3	0.97
Cc1c(Cl)cccc1NC(=S)N(Cc1ccccc1)Cc1cccnc1	-19	2	1	-2	-4	-6	-1	1	1.2
